High-throughput results as filed in PubChem.
OX1R FRET antag: blocks the human orexin 1 receptor. O43613. OX1R-expressing cells, FRET antagonist read-out. inhibition, % at 6.6 µM. 330,000 compounds, 1.8% hits. AID 485270; in the data active = inhibition mostly above about 38%, no sharp cut-off; inactive = mostly below about 40%;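 note: 0% = agonist challenge alone and 100% = reference antagonist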
Target sequence (O43613 whole entry, looked up): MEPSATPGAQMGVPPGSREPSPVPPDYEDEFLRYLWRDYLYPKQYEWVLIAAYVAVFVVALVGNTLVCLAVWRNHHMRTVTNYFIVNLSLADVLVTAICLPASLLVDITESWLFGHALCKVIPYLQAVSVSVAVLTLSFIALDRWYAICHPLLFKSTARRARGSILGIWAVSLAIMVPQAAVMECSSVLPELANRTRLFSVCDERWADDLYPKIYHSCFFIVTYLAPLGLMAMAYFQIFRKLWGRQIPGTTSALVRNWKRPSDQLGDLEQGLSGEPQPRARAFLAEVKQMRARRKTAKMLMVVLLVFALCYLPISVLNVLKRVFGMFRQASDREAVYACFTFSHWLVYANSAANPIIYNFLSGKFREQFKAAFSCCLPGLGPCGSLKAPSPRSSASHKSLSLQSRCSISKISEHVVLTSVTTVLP
STK33 inh: human STK33 kinase inhibition; AID 2661; inhibition, % at 10 µM; 320,000 compounds, 0.073% hits; Q9BYT3; purified STK33, MBP phosphorylation, ADP-Glo luminescence;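 active = inhibition at or above 25%, using the most active replicate where run in duplicate; inactive = inhibition below 25%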
Target sequence (Q9BYT3 whole entry, looked up): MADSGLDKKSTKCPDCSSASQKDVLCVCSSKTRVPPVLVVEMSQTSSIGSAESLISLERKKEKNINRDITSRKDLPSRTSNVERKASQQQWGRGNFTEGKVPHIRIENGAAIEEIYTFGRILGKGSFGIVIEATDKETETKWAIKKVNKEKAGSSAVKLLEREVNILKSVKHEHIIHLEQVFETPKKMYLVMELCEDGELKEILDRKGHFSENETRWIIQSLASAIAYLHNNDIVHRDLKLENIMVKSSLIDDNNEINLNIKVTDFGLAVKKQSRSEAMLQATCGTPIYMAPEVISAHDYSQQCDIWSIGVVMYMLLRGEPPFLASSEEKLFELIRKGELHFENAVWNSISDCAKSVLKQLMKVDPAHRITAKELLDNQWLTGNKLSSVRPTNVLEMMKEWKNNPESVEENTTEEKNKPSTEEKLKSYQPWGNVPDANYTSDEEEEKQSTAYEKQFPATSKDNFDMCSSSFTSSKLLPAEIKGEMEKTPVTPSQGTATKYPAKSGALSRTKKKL
Starred values were filed as active, the others as inactive; x = not tested or not shown. Outcome played no part in choosing rows. About 1.8% of those tested had a hit in this group.

STK33 inh,OX1R FRET antag,compound
-1.4,15.2,Cc1csc(CN(C)C(=O)C2CCC(=O)N(Cc3ccc(Cl)cc3)C2)n1 (configuration not stated)
-0.9,8.1,FC(F)(F)c1cccnc1Oc1ccc(C2=NCCS2)cc1
-1.2,8.4,COc1cc(C(=S)N2CCCC2)ccc1OCC(N)=O
0.9,15.7,NS(=O)(=O)c1ccc(Nc2nc(-c3ccc4ccccc4c3)cs2)cc1
-0.9,4.3,CC1CN(c2nc3ccccc3nc2SCC(=O)Nc2cccc(C(F)(F)F)c2)CC(C)O1 (configuration not stated)
0.1,-0.4,COc1cccc2cc(C(=O)C3=C(O)C(=O)N(CCN4CCOCC4)C3c3ccc(C(C)(C)C)cc3)oc12 (configuration not stated)
-0.8,17.5,S=c1[nH]nc(C2COc3ccccc3O2)o1 (configuration not stated)
0.5,7.7,Cc1ccc(Nc2nc(C(=O)N3CCC(C(=O)N4CCN(C)CC4)CC3)cs2)cc1
-3.9,15.7,COc1ccc(/C=N\Nc2ccc([N+](=O)[O-])cc2)c(C(=O)O)c1OC
0.3,7.8,CC(C)Nc1cc(C(F)(F)F)nc(-c2ccccn2)n1

Laid out differently: 5 of the compounds above.
| Compound | STK33 inh | OX1R FRET antag |
| --- | --- | --- |
| CC1CN(c2nc3ccccc3nc2SCC(=O)Nc2cccc(C(F)(F)F)c2)CC(C)O1 (configuration not stated) | -0.9 | 4.3 |
| COc1cccc2cc(C(=O)C3=C(O)C(=O)N(CCN4CCOCC4)C3c3ccc(C(C)(C)C)cc3)oc12 (configuration not stated) | 0.1 | -0.4 |
| S=c1[nH]nc(C2COc3ccccc3O2)o1 (configuration not stated) | -0.8 | 17.5 |
| Cc1ccc(Nc2nc(C(=O)N3CCC(C(=O)N4CCN(C)CC4)CC3)cs2)cc1 | 0.5 | 7.7 |
| COc1ccc(/C=N\Nc2ccc([N+](=O)[O-])cc2)c(C(=O)O)c1OC | -3.9 | 15.7 |

(further entries)
STK33 inh,OX1R FRET antag,compound
-3.1,3.5,Cc1ccc(NC(=O)CN(C)C(=O)c2cccc(S(=O)(=O)NCc3ccco3)c2)cc1
-0.8,0.5,CCOc1ncccc1C(=O)OCC(=O)Nc1cc(S(=O)(=O)N2CCOCC2)ccc1C
-0.7,-1.2,CC(C)(C)OC(=O)NCCCC[C@H](NC(=O)c1nc[nH]c1C(=O)N1CCN(c2ccccc2)CC1)C(=O)OC(C)(C)C
-1.1,9.3,Cc1nn(C(C)C(=O)NCc2ccco2)c(C)c1[N+](=O)[O-] (configuration not stated)
-2.4,15.9,Nc1nc(SCC(=O)N2CCCc3ccccc32)n(-c2ccccc2)n1
0.8,4.2,COc1ccc(C(=O)OCC(=O)NCCc2ccc(F)cc2)cc1S(=O)(=O)N1CCOCC1
-0.8,14.2,c1ccc(CCc2nn3c(-c4ccncc4)nnc3s2)cc1
1.3,2.3,CCN(CC(=O)Nc1c(F)cccc1F)C(=O)Cc1ccsc1
-0.9,26.1,NC(=O)c1c(NC(=O)CN2C(=O)NC(Cc3ccccc3)C2=O)sc2c1CCC2 (configuration not stated)
0.0,12.0,Brc1ccccc1-c1cnco1
-0.5,9.1,N=c1c(S(=O)(=O)c2ccc(Br)cc2)cc2c(=O)n3ccccc3nc2n1Cc1ccccc1
1.5,11.0,O=S(=O)(c1cccc(Cl)c1)N1CCN(S(=O)(=O)c2ccc3c(c2)OCCO3)CC1
-3.4,2.2,Cc1ccc(C(=O)OCC(=O)NCc2cc(C)c(O)c(C)c2)cc1S(=O)(=O)N1CCCCC1
-1.3,7.2,CSc1ccc(/C=C/C(=O)N2CCCN(C)CC2)cc1
-1.0,0.5,CCC(CC)C(=O)N=C1SC2CS(=O)(=O)CC2N1CCc1ccc(OC)cc1 (configuration not stated)
1.6,5.3,O=C(CSc1ccccn1)Nc1ccc2[nH]c(=O)[nH]c2c1
-1.9,16.6,CC1=C(Sc2ccccn2)C(=O)NC(C)(C)C1
-0.6,15.4,O=C(Nc1ccccc1F)c1ccc(-n2cncn2)nc1
-0.4,2.4,COCCCn1cnnc1SC(C)C(=O)Nc1ccc(S(=O)(=O)N2CCOCC2)cc1 (configuration not stated)
0.3,15.1,O=C(Nc1ccc(Oc2ccccc2)cc1)C1CCN(c2ncccn2)CC1
0.0,17.1,O=C(O)c1cc2c(cc1NC(=O)c1ccccc1OC(F)F)OCCCO2
0.4,8.7,C/C(=N\NC(N)=S)c1cccnc1
-0.1,12.7,CC12CC(NC(=O)N1CCc1ccccc1)c1cc(Cl)ccc1O2 (configuration not stated)
-0.2,22.1,CCNc1nc(-c2cc(C)n(Cc3ccco3)c2C)cs1
-0.8,1.9,CC(=O)NC12CC3CC(C1)CC(C(=O)N1CCN(S(=O)(=O)c4ccccc4[N+](=O)[O-])CC1)(C3)C2
-0.3,-0.2,O=C(c1ccccc1)N(Cc1ccccc1)c1ccccn1
0.5,2.9,COc1ccc(NC(=O)[C@@H](NC(N)=O)C(C)C)cc1Cl
-0.2,11.6,CCOC(=O)N1CCN(C(=O)Cn2cnc3ccccc3c2=O)CC1
-1.3,0.8,O=C(CSc1nnc(CCCO)n1-c1ccccc1)NCCc1ccccc1
-0.6,5.4,O=P(O)(CCc1ccccn1)CN1CCOCC1
-0.3,3.7,Oc1c(Cl)cc(Cl)cc1/C=N/Nc1ncc(Br)cn1
x,2.0,CC(C)Cn1c(SCC(=O)NCCCN2CCCC2=O)nc2ccccc21
0.8,16.4,CCC(C)NC(=O)/C=C/c1cccs1 (configuration not stated)
0.0,17.8,Cc1ccc2c(c1)c1nnc(SCC(=O)Nc3ccc(N(C)C)cc3)nc1n2CC(=O)O
-1.5,4.7,CC(C(=O)Nc1ccc2[nH]c(=O)[nH]c2c1)N1CCN(Cc2ccc3c(c2)OCO3)CC1 (configuration not stated)
-0.6,x,N#Cc1ccccc1NC(=S)NC(=O)C1CCC1
-0.3,2.3,O=C(CC1C(=O)NCCN1Cc1ccc(F)cc1)NCCOc1cccnc1 (configuration not stated)
-0.3,1.7,CC(C)c1ccc(NC(=O)CSc2ncccc2C(=O)Oc2cccc([N+](=O)[O-])c2)cc1
-1.1,-3.0,O=C(O)c1cccc(N2C(=O)CSC2c2ccccc2)c1 (configuration not stated)
-0.7,4.3,O=C(c1ccc(F)c(S(=O)(=O)N2CCOCC2)c1)N1CCN(c2ccc(F)cc2)CC1
1.5,34.8,CCCn1cc(S(=O)(=O)c2ccccc2)c(=O)c2cc(CC)ccc21
-0.3,5.3,CCNC(=O)c1ccc(NC(=O)CC2SC(N3CCCCC3)=NC2=O)cc1 (configuration not stated)
-1.9,10.9,O=C(N/N=C/c1ccccc1F)c1cccc2ccccc12
0.6,9.9,CC(O)c1nc2ccccc2n1CCCOc1ccccc1 (configuration not stated)
1.1,11.8,CCOC(=O)CCn1nc(-c2ccccc2)cc1N
0.7,13.7,COc1ccc(-n2nnc3c(SC(C(C)=O)C(=O)N(C)C)ncnc32)cc1 (configuration not stated)
-1.3,12.4,CC1CCN(C(=O)C(=O)Nc2sc3c(c2C(=O)O)CC(C)(C)OC3)CC1
0.4,9.0,CC(=O)N1CCc2cc(S(=O)(=O)N3CCCCC3C)ccc21 (configuration not stated)
-1.2,20.4,O=C(NCC1CCCO1)c1ccc(NS(=O)(=O)c2cccs2)cc1 (configuration not stated)
-2.5,14.7,CSCC[C@H](NC(=O)c1ccco1)c1nnc2ccccn12

The results go on:
STK33 inh,OX1R FRET antag,compound
-0.2,6.5,CC(C)(C)c1ccccc1OCC(=O)NCCCn1ccnc1
-0.1,25.3,Cn1c(-[n+]2c(-c3ccccc3)cc(-c3ccccc3)cc2-c2ccccc2)nc2c([N+](=O)[O-])cccc21
-0.6,5.3,S=C(Nc1ccc2[nH]ccc2c1)NC1CCCCC1
3.9,6.4,O=C(O)c1ccc(NC(=O)c2cc3ccccc3o2)cc1
0.7,16.4,Cc1noc(C)c1COc1ccc(C(=O)N2CCCC(C(N)=O)C2)cc1 (configuration not stated)
-0.6,19.8,CCN=C1SC(C(=O)Nc2ccc(OCC)cc2)CC(=O)N1CC (configuration not stated)
-1.7,-2.9,O=C(Nc1ccc(Cl)c([N+](=O)[O-])c1)Nc1nc2ccccc2s1
0.6,6.5,COCCc1nc2ccc(C(=O)N(C)Cc3cccc(-n4cccn4)c3)cc2o1
0.5,16.7,CC(=O)C(Sc1ccc2nnc(-c3ccc(F)cc3)n2n1)C(C)=O
0.2,11.2,CC(=O)O[C@@H]1[C@H]2[C@@H](C[C@@H](C)[C@@H]3C=CC(=O)[C@@]13C)OC(=O)[C@@H]2C
0.3,16.7,COc1ccc(-c2cn3nc(SCC(=O)NC4CCCCC4)ccc3n2)cc1
-1.9,1.9,CC(C)[C@H](NC(=O)Nc1ccc2c(c1)OCCO2)C(=O)O
-0.6,3.8,O=C(CSc1nc2c(c(=O)n1-c1ccc(F)cc1)SCC2)NCC1CCCO1 (configuration not stated)
0.3,6.4,CC1CN(S(=O)(=O)c2ccc(Cl)c(C(F)(F)F)c2)CC(C)O1 (configuration not stated)
-1.8,16.8,Cc1ccc(Cl)c(OCC(=O)NCC(c2cccs2)N2CCOCC2)c1 (configuration not stated)
0.0,22.6,COc1ccc(C(=O)/C=C\N2CCOCC2)cc1
-0.3,11.6,COc1ccc(OCCCC(=O)N(C)CC(=O)Nc2c(C)cccc2C)cc1
0.5,27.3,CCc1ccc(S(=O)(=O)NC(=S)NC2CCCCC2)cc1
-1.0,8.8,COc1ccc(Cn2c(=O)[nH]c3cc(C(=O)NCCc4ccc(S(N)(=O)=O)cc4)ccc3c2=O)cc1
0.4,46.8*,COc1ccccc1CNC(=O)c1ccc2nc3[nH]c4ccccc4c3nc2c1
-0.5,10.8,C/C(CC(=O)Nc1cccc(Cl)c1Cl)=N\NC(=O)C(=O)NC1CCCCC1
0.1,11.4,COc1ccc(OC)c(NC(=O)Nc2nnc(N3CCC(C)CC3)s2)c1
6.0,17.7,Cc1ccc(S(=O)(=O)N(C)CCCC(=O)n2nc(C)cc2C)cc1
-2.5,3.7,CCCn1c(CNC(=O)c2ccccc2)nc2ccccc21
-1.6,-3.8,C#CCCOC(=O)Nc1ccccc1
-1.3,16.6,COc1ccc(C(=S)N2CCCC2)cc1OC
0.5,10.0,NC(=O)C1CCN(c2nc(-c3cccc(N)c3)cs2)CC1
0.8,17.5,Nc1ccccc1C(=O)N1CCc2ccccc21
-0.9,19.1,O=C1c2cccc3c(O)ccc(c23)C(=O)N1c1ccc(Cl)cc1
0.0,7.3,COc1ccc(-c2cc(C(=O)NCc3cn(C)nc3C)c3ccccc3n2)cc1OC
-2.2,4.0,O=C(Cc1ccccc1)Nc1ccccc1N1CCCC1
-2.1,12.5,CCCC1Oc2ccccc2C(=O)N(CC(=O)c2ccc3c(c2)OCCO3)C1=O (configuration not stated)
-1.0,24.1,COc1ccccc1N1CCN(C(=O)CC2NC3CCCCC3NC2=O)CC1 (configuration not stated)
-1.5,2.7,Nc1ccc(C(=O)C(=O)c2ccc(N)cc2)cc1
7.4,6.5,CCC(CO)Oc1cc(NC(=O)c2cccc(OC)c2)c2ncn(C(C)C)c2c1 (configuration not stated)
0.8,16.1,C/C(=N\NC(=O)c1c(Cl)cnn1C)c1ccc(NC(=O)c2ccncc2)cc1
1.4,33.4,c1csc(C2C3=C(Nc4ncnn42)c2ccccc2OC3)c1 (configuration not stated)
-0.7,20.2,Cc1cc(C)nc(SCc2ccccc2C#N)n1
0.3,2.1,COc1ccc(CCC(=O)OCC(=O)c2cccc(OC)c2)cc1
0.1,5.1,CCN(CC)C(=O)c1[nH]cnc1C(=O)NCc1ccccc1

6 records picked at random from those above, as already listed:
STK33 inh,OX1R FRET antag,compound
-0.1,25.3,Cn1c(-[n+]2c(-c3ccccc3)cc(-c3ccccc3)cc2-c2ccccc2)nc2c([N+](=O)[O-])cccc21
0.0,22.6,COc1ccc(C(=O)/C=C\N2CCOCC2)cc1
0.1,11.4,COc1ccc(OC)c(NC(=O)Nc2nnc(N3CCC(C)CC3)s2)c1
0.5,27.3,CCc1ccc(S(=O)(=O)NC(=S)NC2CCCCC2)cc1
0.9,15.7,NS(=O)(=O)c1ccc(Nc2nc(-c3ccc4ccccc4c3)cs2)cc1
1.6,5.3,O=C(CSc1ccccn1)Nc1ccc2[nH]c(=O)[nH]c2c1

The list goes on:
STK33 inh,OX1R FRET antag,compound
-1.2,27.5,N#CC1=C(N)Oc2n[nH]c(-c3cccs3)c2C1c1cccs1 (configuration not stated)
-1.0,24.4,CCC1Sc2ccc(S(=O)(=O)Nc3ccc(OC)c(OC)c3)cc2NC1=O (configuration not stated)
-1.0,-1.8,Cc1onc(-c2ccccc2Cl)c1NC(=O)NCc1cccs1
1.0,8.1,O=C(NCc1ccc(Cl)cc1)C(=O)Nc1nccs1
1.2,11.3,CCc1cc(=O)oc2c(CN3CCN(C)CC3)c(O)ccc12
-0.3,12.8,c1ccc(Cn2nnc3c(N4CCCC4)ncnc32)cc1
-0.9,13.7,O=C(Nc1cccc(S(=O)(=O)Nc2ccccc2F)c1)c1ccco1
-1.8,7.5,CCCn1c(N)c(C(=O)CSc2nncs2)c(=O)[nH]c1=O
2.7,17.7,COc1ccccc1NC(=O)CN1C(=O)NC(CC(C)C)C1=O (configuration not stated)
-1.1,-1.9,Cn1c(=O)c2c(nc(CN3CCN(C(=O)c4ccco4)CC3)n2Cc2ccccc2)n(C)c1=O
-0.8,18.5,CCOc1ccc(NC(=O)C2(c3ccc(OC)c(OC)c3)CCCC2)cc1
